ERG-DNA inh – ERG Ets/DNA interaction inhibition. P11308. fluorescence polarization, His-ERG Ets domain / labelled DNA. Potency, µM (titrated, usually from 76.9 µM), for the others: top-dose FP activity, negative = inhibition, most hits filed as inhibitors. actives 0.028% (n = 370,000). AID 624246; active = well fitted inhibition curve with a large enough effect in the polarisation, with a control signal flat; inconclusive = small, poorly fitted or top-dose-only effect, or effect the other way, or a change in a side signal; inactive = no such curve, though single readings can be large or run the other way; the % refers to the polarisation;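 also: polarization taken with two DNA probes labelled with fluorescein and Texas red; potency is read from the fitted curve at half-maximal effect; % of control where 0% means no effect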
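His-tagged ERG Ets domain (1 uM in the protein solution; 300mM KCl, 50mM Tris-HCl, 1mM EDTA, 1mM DTT, pH 7.5) received compound, then a probe mix of 5 nM fluorescein-DNA and 100nM Texas-615-DNA. Fluorescence polarization was read for both dyes.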
LDHA block – LDHA (human) enzyme inhibition; activity change, % (values are at about 110 or 230 µM); actives 0.15% (n = 480,000); purified LDHA, NADH/diaphorase-resazurin fluorescence; stronger effect = lower value; AID 1347041; in the data active = activity change below about -30%; inconclusive = mostly about -25% to -30%;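 also: plate controls were DMSO wells for no effect and wells without enzyme for full effect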
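Remaining NADH was detected by diaphorase (0.133 mg/mL) converting 37 µM resazurin to fluorescent resorufin, read at 0 and 20 minutes. The preceding 5-minute room-temperature reaction used 2 nM LDHA, 0.2 mM sodium pyruvate and 0.06 mM NADH at pH 7.4.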
RGS4 inh – inhibitors of human regulator of G protein signaling 4; Transcreener GDP fluorescence polarization, RGS4-accelerated GTP hydrolysis; Potency, µM (top dose mostly 114 µM), inactives show top-dose activity change, negative = inhibition, usual class: inhibitors; actives 0.039% (n = 390,000); also: potency is read from the fitted curve at half-maximal effect; % is scaled to controls: 0 for no effect and ±100 for the full control effect; nearly all actives have a fitted effect of over 75% in size; some results filed as inactive show a strong effect at the top dose
Target sequence (P49798 whole entry, looked up): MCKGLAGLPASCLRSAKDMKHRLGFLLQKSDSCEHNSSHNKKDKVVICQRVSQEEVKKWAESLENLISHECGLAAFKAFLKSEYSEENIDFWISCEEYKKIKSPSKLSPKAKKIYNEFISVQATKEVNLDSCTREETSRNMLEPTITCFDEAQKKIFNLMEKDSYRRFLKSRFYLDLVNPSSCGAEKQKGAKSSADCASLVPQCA
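MLSMR compounds (23 nl, pin-transferred) preincubated 10 min at room temperature with a 500nM (2x) first reagent, then RGS4 at 900nM (2x) plus Transcreener GDP mix added; fluorescence polarization (620/688 nm) read before and after 90 min at 30 °C.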
APE1 inh – blocks human APE1 abasic DNA cleavage | AID 2517 | P27695 | actives 0.35% (n = 350,000) | Potency, µM (top dose mostly 65.8 µM), without a hit: top-dose activity change, negative = inhibition, actives largely listed as inhibitors | recombinant APE1, TAMRA/BHQ-2 abasic DNA cleavage fluorescence;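 also: potency is read from the fitted curve at half-maximal effect; plate controls were vehicle for no effect and reference inhibitor for full effect; nearly all actives have a fitted effect of over 55% in size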
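APE1 at 0.75 nM final was preincubated with compound 15 min at room temperature, then 50 nM double-stranded THF abasic-site substrate (5'-TAMRA/3'-BHQ-2) was added. Fluorescence (ex 525/em 598 nm) was read kinetically; third-minus-first read gave activity.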
POLB inh – blocks human DNA polymerase beta activity | P06746 | Pol beta primer extension/strand displacement, fluorescence kinetic | Potency, µM (top dose mostly 114 µM), without a hit: at the highest dose activity change, negative = inhibition, actives largely listed as inhibitors | actives 1.3% (n = 340,000) | AID 485314; also: potency is read from the fitted curve at half-maximal effect; % is scaled to controls: 0 for no effect and ±100 for the full control effect
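Preincubation: enzyme (10 nM) with compound, 15 min, RT. Reaction: substrate added to 50 nM final. Reads: 0 and 10 min. Analysis: normalized, Hill fit.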
ALOX12 inh – blocks human arachidonate 12S-lipoxygenase; P18054; purified 12hLO, xylenol orange hydroperoxide absorbance; Potency, µM (top dose mostly 108 µM), for the others: at the highest dose activity change, negative = inhibition, actives largely listed as inhibitors; actives 1.1% (n = 580,000); also: potency is read from the fitted curve at half-maximal effect; % is scaled to controls: 0 for no effect and ±100 for the full control effect
Target sequence (P18054 whole entry, looked up): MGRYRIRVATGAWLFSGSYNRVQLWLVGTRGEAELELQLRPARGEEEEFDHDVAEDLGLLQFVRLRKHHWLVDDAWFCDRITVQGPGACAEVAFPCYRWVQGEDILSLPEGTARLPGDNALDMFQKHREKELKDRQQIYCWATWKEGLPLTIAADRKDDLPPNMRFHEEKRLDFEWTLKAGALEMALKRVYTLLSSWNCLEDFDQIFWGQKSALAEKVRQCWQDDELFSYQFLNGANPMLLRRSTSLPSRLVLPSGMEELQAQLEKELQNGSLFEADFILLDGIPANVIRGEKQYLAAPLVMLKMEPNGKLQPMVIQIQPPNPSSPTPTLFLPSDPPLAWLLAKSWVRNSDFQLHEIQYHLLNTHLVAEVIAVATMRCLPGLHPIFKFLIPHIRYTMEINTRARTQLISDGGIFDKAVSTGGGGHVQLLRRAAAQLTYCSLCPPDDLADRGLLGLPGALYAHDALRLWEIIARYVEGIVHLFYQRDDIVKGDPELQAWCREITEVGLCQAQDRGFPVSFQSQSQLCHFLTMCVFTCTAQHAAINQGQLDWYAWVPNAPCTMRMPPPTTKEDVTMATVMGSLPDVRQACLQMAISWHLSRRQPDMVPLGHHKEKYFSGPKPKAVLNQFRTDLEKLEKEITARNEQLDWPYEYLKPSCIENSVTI
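Hydroperoxide product was detected by ferrous iron/xylenol orange as the 573 to 405 nm absorbance ratio. Arachidonic acid at 40 uM (final) was turned over for 30 min at room temperature by 150 nM human 12hLO, pH 7.0 Hepes buffer, after 15 min compound preincubation.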
Pol eta inh – inhibitors of human DNA polymerase eta. actives 1.2% (n = 390,000). Potency, µM (top dose mostly 114 µM), for inactives: top-dose activity change, negative = inhibition, actives largely listed as inhibitors. recombinant Pol eta, fluorescent DNA replication assay. Q9Y253. AID 588591; also: potency is read from the fitted curve at half-maximal effect; % is scaled to controls: 0 for no effect and ±100 for the full control effect
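Pol eta at 10 nM preincubated with compounds 15 min at room temperature; reaction started with fluorescent substrate (50 nM final) and read kinetically at 0 and 10 min.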
Pol kappa inh – blocks human DNA polymerase kappa activity; purified Pol kappa, fluorescent DNA synthesis assay, 10 min; Potency, µM (titrated, usually from 107 µM), without a hit: top-dose activity, negative = inhibition, usual class: inhibitors; actives 0.53% (n = 400,000); also: potency is read from the fitted curve at half-maximal effect; % is scaled to controls: 0 for no effect and ±100 for the full control effect
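Fluorescent qHTS in 1536-well format: enzyme (10 nM) and compound sat 15 min at room temperature before 50 nM substrate (final) was added. Signal taken at 0 and 10 min; no-enzyme buffer wells were negative controls.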
Apoferritin bind – candidate novel general anesthetic via apoferritin binding | P02791 | apoferritin/1-aminoanthracene competitive binding, fluorescence | Potency, µM (highest dose often 77.5 µM), for the others: top-dose activity change, negative = displacement, usual class: inhibitors | actives 0.074% (n = 350,000) | AID 485281; also: potency is read from the fitted curve at half-maximal effect; % is scaled to controls: 0 for no effect and ±100 for the full control effect; nearly all actives have a fitted effect of over 20% in size
Target sequence (P02791 2-175 limits assumed): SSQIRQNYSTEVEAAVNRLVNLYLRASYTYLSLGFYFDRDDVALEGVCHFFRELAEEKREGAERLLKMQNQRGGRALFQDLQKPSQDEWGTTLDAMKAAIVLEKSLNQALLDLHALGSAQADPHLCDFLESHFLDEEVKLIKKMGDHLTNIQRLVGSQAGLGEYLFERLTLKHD
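Read-out: endpoint 1-AMA fluorescence, excitation 380 nm and emission 535 nm, after compounds sit 10 min at room temperature with 10 uM horse-spleen apoferritin in 50% saturated 1-AMA/PBS. Values come from four-parameter Hill fits.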
Starred values were filed as active, the others as inactive; & = joins results of further samples; [ ] = dose if it differs, or a comment. Unless noted, calls follow the shape of the dose curve; as a rule, active = well fitted curve in the direction sought with a large enough effect; inconclusive = small, poorly fitted or top-dose-only effect, or another doubt; inactive = no such curve, though single readings can be large; an effect the other way counts as inactive or inconclusive. Not all compounds are listed; count on the stated rates, not on these rows.

Screening Cc1ccc(CN2CCCN(Cc3cc(C)ccc3C)S2(=O)=O)cc1 returned ERG-DNA inh 6.2%, LDHA block -1.4, RGS4 inh 29.0%, APE1 inh 13.0%, POLB inh -25.5%, ALOX12 inh 17.3%, Pol eta inh -20.0%, Pol kappa inh -6.0%[60.1 µM] and Apoferritin bind 0.1%.
`C=CCN=C(C)C1=C(O)C(C)OC1=O` (centres undefined) gave ERG-DNA inh 0.0%, LDHA block -1.1, RGS4 inh -7.6%, APE1 inh 5.9%, POLB inh 23.7%, ALOX12 inh -15.5%, Pol eta inh -16.6%, Pol kappa inh -0.2% and Apoferritin bind -2.9%.
O=C(N/N=C/c1ccc(Br)s1)c1cccs1 was read as ERG-DNA inh -4.4%, LDHA block -2.5, RGS4 inh -10.3%, APE1 inh -1.8%, POLB inh 5.2%, ALOX12 inh 191.1%[activator], Pol eta inh -4.9%, Pol kappa inh 1.6% and Apoferritin bind -10.3%.
Screening CCOC(=O)c1c(C)[nH]c(C(=O)COC(=O)CSCC(=O)N(CC)CC)c1C returned ERG-DNA inh -5.0%, LDHA block -7.0, RGS4 inh -1.3%, APE1 inh 0.3%, POLB inh inconclusive, ALOX12 inh -11.2%, Pol eta inh -16.4%, Pol kappa inh -1.4% and Apoferritin bind inconclusive.
Screening OCCNCCCOc1cc(Cl)ccc1Cl returned ERG-DNA inh 0.0%, LDHA block -2.8, RGS4 inh -5.9%, APE1 inh -4.6%, POLB inh -22.1%, ALOX12 inh 1.8%, Pol eta inh -17.6%, Pol kappa inh 1.2% and Apoferritin bind 9.7%.
For CC(=O)c1ccc(N2CCN(S(=O)(=O)c3cn(C)c(C)n3)CC2)cc1 the results were ERG-DNA inh 0.9%, LDHA block -2.3, RGS4 inh -22.8%, APE1 inh -7.5%, POLB inh -8.7%, ALOX12 inh -6.9%, Pol eta inh -12.6%, Pol kappa inh -6.2% and Apoferritin bind -0.7%.
Screening N=C1/C(=C\c2ccc(SCc3ccccc3)o2)C(=O)N=C2SC=NN12 returned ERG-DNA inh 11.2%, LDHA block -12.0, RGS4 inh 7.2%, APE1 inh 5.7%, POLB inh inconclusive, ALOX12 inh -25.5%, Pol eta inh -7.2%, Pol kappa inh -20.3% and Apoferritin bind -15.8%.
CCOc1ccccc1N1CC(C(=O)Nc2c(C)n(C)n(-c3ccccc3)c2=O)CC1=O (centres undefined) was read as ERG-DNA inh -5.0%, LDHA block -0.7, RGS4 inh 9.2%, APE1 inh -3.8%, POLB inh -8.2%, ALOX12 inh 8.0%, Pol eta inh -20.1%, Pol kappa inh -4.0% and Apoferritin bind -11.6%.
O=[N+]([O-])c1cccc(NC(=S)NCc2ccncc2)c1 was read as ERG-DNA inh -4.3%, LDHA block 16.8, RGS4 inh inconclusive, APE1 inh inconclusive, POLB inh 7.1%, ALOX12 inh -24.3%, Pol eta inh -16.2%, Pol kappa inh -7.5% and Apoferritin bind -7.7%.
Screening Cn1c(CCNC(=O)c2ccco2)nc2cc(NS(=O)(=O)c3ccccc3)ccc21 returned ERG-DNA inh -4.0%, LDHA block 3.5, RGS4 inh 10.3%, APE1 inh -2.7%, POLB inh 0.8%, ALOX12 inh 14.7%, Pol eta inh -21.4%, Pol kappa inh -8.7% and Apoferritin bind -7.4%.
For Cc1cc(C)nc(NS(=O)(=O)c2ccc(Br)cc2)n1 the results were ERG-DNA inh 1.7%, LDHA block 0.4, RGS4 inh 12.7%, APE1 inh 17.1%, POLB inh 4.5%, ALOX12 inh -7.2%, Pol eta inh -13.0%, Pol kappa inh -23.3% and Apoferritin bind 8.6%.
`CCN(CC)CCOc1nnc(-c2ccc(C)cc2)c2ccccc12` gave ERG-DNA inh 1.4%, LDHA block -0.4, RGS4 inh 4.6%[11.4 µM], APE1 inh 6.5%, POLB inh 5.5%, ALOX12 inh 0.0%, Pol eta inh -9.5%, Pol kappa inh -5.1% and Apoferritin bind -19.2%.
For Nc1cc(C(=O)O)ccc1N1CCCCC1 the results were ERG-DNA inh -0.6%, LDHA block 4.8, RGS4 inh -9.0%, APE1 inh inconclusive, POLB inh inconclusive, ALOX12 inh 316.1%[activator], Pol eta inh 10µM*, Pol kappa inh 79.4µM* and Apoferritin bind -9.8%.
CCOCCCNC(=S)NC1CC2CCC(C1)N2Cc1ccccc1 (centres undefined) was read as ERG-DNA inh -8.8%, LDHA block -7.0, RGS4 inh -7.1%, APE1 inh 3.1%, POLB inh -0.1%, ALOX12 inh -9.9%, Pol eta inh -11.1%, Pol kappa inh -3.9% and Apoferritin bind -7.5%.
Cc1ccc2[nH]cc(CCNC(=O)c3ccc4c(c3)OCO4)c2c1 was read as ERG-DNA inh 0.3%, LDHA block -2.0, RGS4 inh 1.5%, APE1 inh -16.2%, POLB inh 0.8%, ALOX12 inh -8.3%, Pol eta inh -17.9%, Pol kappa inh 11.5% and Apoferritin bind -10.8%.
`CCN(CC)C(=O)C(C)OC(=O)c1ccc(O)cc1` (centres undefined) gave ERG-DNA inh 0.0%, LDHA block 0.3, RGS4 inh -13.5%, APE1 inh -2.2%, POLB inh -1.5%, ALOX12 inh 0.0%, Pol eta inh 0.6%, Pol kappa inh -11.1% and Apoferritin bind -5.2%.
For CC(SC(C)C(=O)NN=Cc1ccc(F)cc1)C(=O)NN=Cc1ccc(F)cc1 (centres undefined) the results were ERG-DNA inh -3.6%, LDHA block -6.0, RGS4 inh 1.8%, ALOX12 inh 15.1%, Pol eta inh -15.2% and Pol kappa inh -2.8%.
COc1cc2c(cc1NC(=O)CN(C)Cc1cccc(OC)c1OC)oc1ccccc12 was read as ERG-DNA inh 1.4%, LDHA block -1.9, RGS4 inh -7.6%, APE1 inh 10.5%, POLB inh 26.7%, ALOX12 inh -0.7%, Pol eta inh -15.0%, Pol kappa inh -20.2% and Apoferritin bind 86.5%[activator].
Screening CCOC(=O)c1cnn2c(N)c(C#N)cnc12 returned ERG-DNA inh -7.3%, LDHA block 0.9, RGS4 inh 18.4%, APE1 inh -1.6%, POLB inh -6.8%, ALOX12 inh -13.7%, Pol eta inh 2.4%, Pol kappa inh -3.7% and Apoferritin bind -10.5%.
Screening COc1ccc2cc([C@H](C)C(=O)N(C)Cc3ccccc3N3CCCC3)ccc2c1 returned ERG-DNA inh 28.2%, LDHA block -2.5, RGS4 inh 22.5%, APE1 inh -13.7%, POLB inh -4.5%, ALOX12 inh inconclusive, Pol eta inh -8.2%, Pol kappa inh -5.0% and Apoferritin bind 12.1%.
`CCOC(=O)C1CCN(S(=O)(=O)c2ccc(Cl)cc2OC)CC1` gave ERG-DNA inh 3.5%, LDHA block -4.8, RGS4 inh -6.5%, APE1 inh 1.2%, POLB inh 3.3%, ALOX12 inh -22.5%, Pol eta inh -0.3%, Pol kappa inh -12.6% and Apoferritin bind -11.0%.
For CC(=O)NC(Cc1cc(C)ccc1C)C(=O)N1CCN(C(=O)Nc2ccc(C(C)=O)cc2)CC1 (centres undefined) the results were ERG-DNA inh 6.6%, LDHA block -2.0, RGS4 inh -5.9%, APE1 inh 3.7%, POLB inh -2.4%, ALOX12 inh 11.8%, Pol eta inh -3.8%, Pol kappa inh -5.9% and Apoferritin bind -8.4%.
`O=C(O)c1ccc(-n2cccc2/C=N\NC(=O)c2cc3cc(Br)ccc3o2)cc1` gave ERG-DNA inh -2.3%, LDHA block -5.5, RGS4 inh 1.4%, APE1 inh 3.55µM*, POLB inh inconclusive, ALOX12 inh 35.5µM*, Pol eta inh 3.16µM*, Pol kappa inh 14.1µM* and Apoferritin bind 5.1%.
For Cc1nc(SCC(=O)Nc2nc3ccccc3s2)n[nH]1 the results were ERG-DNA inh -6.4%, LDHA block -3.5, RGS4 inh 16.8%, APE1 inh 16.7%, POLB inh -29.5%, ALOX12 inh 261.2%[activator], Pol eta inh 2.8%, Pol kappa inh -4.2% and Apoferritin bind -9.1%.
`C=CCNc1oc(C2CCCC2)nc1C#N` gave LDHA block -2.4, RGS4 inh -2.9%, APE1 inh 35.5%&16.4%, ALOX12 inh -18.5%, Pol eta inh -17.5% and Pol kappa inh 1.3%.
For O=C1C2C3C=CC(C4CC34)C2C(=O)N1/N=C/c1ccc(-c2ccc(Cl)cc2[N+](=O)[O-])o1 (centres undefined) the results were ERG-DNA inh 2.5%, LDHA block -3.0, RGS4 inh -11.3%, APE1 inh 5.6%, POLB inh 0.3%, ALOX12 inh 2.3%, Pol eta inh -17.0%, Pol kappa inh -10.5% and Apoferritin bind inconclusive.
For O=C(Nc1ccccc1)c1ccc(S(=O)(=O)Nc2cccc(O)c2)cc1 the results were ERG-DNA inh -21.6%, LDHA block -1.4, RGS4 inh -2.1%, APE1 inh 25.7%, POLB inh -20.7%, ALOX12 inh 90.5%[activator], Pol eta inh -6.3%, Pol kappa inh -2.1% and Apoferritin bind -13.5%.
For Cc1ccc(-c2nn(CCC(=O)NCC3CCCO3)c(=O)c3ccccc23)cc1 (centres undefined) the results were ERG-DNA inh -0.4%, LDHA block -3.6, RGS4 inh -5.4%, APE1 inh -2.1%, POLB inh 24.2%, ALOX12 inh 0.0%[57.4 µM], Pol eta inh -1.6%, Pol kappa inh 1.5% and Apoferritin bind -15.4%.
